Screening results: PubChem, National Center for Advancing Translational Sciences (NCATS)
PTAP TSG101 blk: blocks PTAP/TSG101 interaction to inhibit HIV-1 budding; Q99816; Fluorescence polarization, FITC-PTAP peptide / Tsg101 binding; Potency, µM (doses to about 115 µM), for the others: at the top dose activity change, negative = inhibition, actives largely listed as inhibitors; 340,000 tested, under 10 active; AID 493005; active = well fitted inhibition curve with a large enough effect in the main read-out, with a control signal flat, not every such curve was filed as active; inconclusive = small, poorly fitted or top-dose-only effect, or effect the other way, or a change in a side signal; inactive = no such curve, though single readings can be large or run the other way; also: potency is read from the fitted curve at half-maximal effect; % of control where 0% means no effect
Target sequence (Q99816 whole entry, looked up): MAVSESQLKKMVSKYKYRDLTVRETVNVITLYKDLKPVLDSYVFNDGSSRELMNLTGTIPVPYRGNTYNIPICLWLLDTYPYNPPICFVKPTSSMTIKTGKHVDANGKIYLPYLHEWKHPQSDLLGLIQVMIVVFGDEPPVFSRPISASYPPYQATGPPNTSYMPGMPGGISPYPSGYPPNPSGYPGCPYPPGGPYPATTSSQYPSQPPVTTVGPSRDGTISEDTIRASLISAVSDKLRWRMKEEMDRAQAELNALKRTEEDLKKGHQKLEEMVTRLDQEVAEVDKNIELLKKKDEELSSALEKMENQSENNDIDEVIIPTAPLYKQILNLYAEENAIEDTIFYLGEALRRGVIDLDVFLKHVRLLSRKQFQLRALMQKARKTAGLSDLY
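Compounds were pin-transferred onto Tsg101 binding domain (10 uM final) in HEPES pH 7.5 buffer, then FITC-PTAP peptide was added at 50 nM final. After 20 min at RT, polarization reported peptide displacement across a qHTS concentration series.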
ASM inhibitor: inhibitors of human secretory acid sphingomyelinase. placental ASM, HMU-PC fluorogenic substrate, 60 min. Potency, µM (series often up to 57.5 µM), without a hit: at the top dose activity change, negative = inhibition, usual class: inhibitors. actives 0.006% (n = 340,000); also: potency is read from the fitted curve at half-maximal effect
Target sequence (P17405 47-631 limits assumed): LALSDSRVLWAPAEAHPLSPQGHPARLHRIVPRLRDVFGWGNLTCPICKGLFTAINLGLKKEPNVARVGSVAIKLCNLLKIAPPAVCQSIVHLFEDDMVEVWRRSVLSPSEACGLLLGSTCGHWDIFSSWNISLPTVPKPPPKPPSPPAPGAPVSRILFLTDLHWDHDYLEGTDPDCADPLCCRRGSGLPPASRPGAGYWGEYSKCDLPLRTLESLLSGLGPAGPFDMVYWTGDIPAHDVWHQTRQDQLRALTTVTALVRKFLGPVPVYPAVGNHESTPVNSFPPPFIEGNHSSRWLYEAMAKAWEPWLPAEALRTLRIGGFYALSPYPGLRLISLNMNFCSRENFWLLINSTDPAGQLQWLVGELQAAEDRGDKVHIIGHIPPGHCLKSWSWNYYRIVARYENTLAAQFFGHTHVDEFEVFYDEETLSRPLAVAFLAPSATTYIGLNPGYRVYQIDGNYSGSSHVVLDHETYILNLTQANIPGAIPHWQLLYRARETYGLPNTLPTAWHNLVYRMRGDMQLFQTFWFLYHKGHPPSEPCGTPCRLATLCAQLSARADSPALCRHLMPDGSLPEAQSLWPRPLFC
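Steps: dispense placental human ASM, pin compound, wait 10 min at room temperature, add HMU-PC0 substrate at 9 uM final, incubate 60 min at 37 °C, add stop solution raising pH to 10, read fluorescence.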
BRCA1 expr up: increases BRCA1 expression. Potency, µM (doses to about 46.1 µM), without a hit: at the top dose activation, actives largely listed as activators. MCF7-BRCA1-FFLuc reporter, luminescence, 48 h; response scale: scaled: vehicle 0%, 10 µM genistein 100%. actives 1.1% (n = 380,000); also: potency is read from the fitted curve at half-maximal effect; nearly all actives have a fitted effect of over 80% in size; some results filed as inactive show a strong effect at the top dose
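Activators of BRCA1 expression were detected as increased firefly luciferase luminescence in engineered MCF7 cells after 48 h compound incubation. Signals were scaled to genistein 10 microM as full activation.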
ELG1 genotox: induces genotoxicity in HEK293T cells with luciferase-tagged ELG1 | HEK293T ELG1-luciferase reporter, luminescence, 16 h | Potency, µM (top dose mostly 46 µM), inactives show top-dose activity change, positive = activation, usual class: activators | actives 1.3% (n = 330,000); also: potency is read from the fitted curve at half-maximal effect; % of control where 0% means no effect; nearly all actives have a fitted effect of over 60% in size
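After overnight (16 hr) compound treatment at 37 °C, ELG1-luciferase HEK293T cells were lysed with ONE-Glo; luminescence quantified 30 min later at room temperature.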
Integrin act MD: activators of alpha7 integrin expression for muscular dystrophy; actives 0.064% (n = 350,000); alpha7betagal myoblasts, beta-gal FDG fluorescence, 48 h; Potency, µM (highest dose often 38.3 µM), inactives show top-dose activation, hits mostly activators;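 also: potency is read from the fitted curve at half-maximal effect; 100% = response of the positive control SU9516; nearly all actives have a fitted effect of over 60% in size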
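Alpha7betagal+/- myoblasts (passage 13) were plated 16-24 hr, then exposed to compounds (1:260 dilution of DMSO stock) for 48 hours at 37C. After MPER lysis, β-galactosidase reporter activity was read as FDG fluorescence (ex 480/em 540) after 30 minutes.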
USP2a block: blocks human ubiquitin-specific protease USP2a; Potency, µM (highest dose often 38.3 µM), without a hit: top-dose activity change, negative = inhibition, most hits filed as inhibitors; USP2 core, Ub-CHOP2 coupled fluorogenic reporter, 485/531; actives 0.01% (n = 330,000); O75604;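 also: potency is read from the fitted curve at half-maximal effect; plate controls were DMSO wells for no effect and full inhibition by NEM control for full effect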
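Deubiquitinase activity read as fluorescence (485/531 nm) after Ub-CHOP2 cleavage activates the enterokinase reporter on its substrate; USP2 core 10nM, Ub-CHOP2 and substrate 25nM each, 30min compound preincubation then 60min RT; data normalized to NEM, curves fitted.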
TRPV1 agonist: activates the human vanilloid receptor TRPV1 | Q8NER1 | TRPV1-expressing cells, Fluo-8 calcium influx, agonist mode | activation, % at 8.33 µM | actives 0.19% (n = 320,000) | AID 540275; in the data active = activation above about 80%; inconclusive = between about 30% and that limit; also: 0% is about no effect
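TRPV1-expressing cells were cultured overnight at 35.5C and loaded with Fluo-8 calcium dye for 40 to 90 min at room temperature. After a 10 s baseline, compound was added and calcium influx was read kinetically for 3 min (ex 480/em 520 nm).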
uPA surface inh: cell surface uPA generation inhibition | cell surface uPA generation assay, qHTS | Potency, µM (titrated, usually from 38.3 µM), for inactives: top-dose activity change, negative = inhibition, usual class: inhibitors | actives 0.31% (n = 330,000) | AID 540303; active = well fitted inhibition curve with a large enough effect; inconclusive = small, poorly fitted or top-dose-only effect; inactive = no such curve, though single readings can be large or run the other way; tested in mouse RAW 264.7 cells; also: potency is read from the fitted curve at half-maximal effect; % is scaled to controls: 0 for no effect and ±100 for the full control effect; nearly all actives have a fitted effect of over 55% in size
p53 reactivation: re-activators of mutant p53. H1299 p53-A138V BP100-luciferase reporter, luminescence, 24 h. Potency, µM (highest dose often 92.2 µM), for the others: top-dose activity change, positive = activation, actives largely listed as activators. actives 0.063% (n = 320,000). AID 504706; also: potency is read from the fitted curve at half-maximal effect; % of control where 0% means no effect; nearly all actives have a fitted effect of over 45% in size
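H1299 (p53-null), stable ts p53-A138V + BP100-Luc; 1000 cells/well, Opti-MEM/10% FBS; cpd 4 pt, 1:5; 24 h, 37 deg C, 5% CO2; detection reagent 10 min RT; luminescence.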
Eya2 phos inh: Eya2 (human) phosphatase inhibition | recombinant Eya2, OMFP fluorescence dephosphorylation (OMFP is methylfluorescein phosphate) | AID 488837 | actives 0.006% (n = 330,000) | Potency, µM (doses to about 76.9 µM), inactives show at the highest dose activity, negative = inhibition, usual class: inhibitors | O00167; also: potency is read from the fitted curve at half-maximal effect; % is scaled to controls: 0 for no effect and ±100 for the full control effect
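Eya2 protein (added as 0.2 uM solution) was preincubated with compound for 10 min at ambient temperature in 50 mM HEPES pH 7.5, 50 mM NaCl, 5 uM MgCl2, 0.05% BSA, 1 mM DTT. OMFP (added at 50 uM) then reacted 10 min; fluorescence read at 485/525 nm.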
B2AR arrestin: beta2AR (human) beta-arrestin recruitment activity; beta-arrestin recruitment to beta2AR, cell-based reporter; P07550; actives 0.02% (n = 330,000); AID 492947; Potency, µM (series often up to 46.1 µM), inactives show at the top dose activation, actives largely listed as activators;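 also: potency is read from the fitted curve at half-maximal effect; 0% = DMSO controls and full agonism = EC100 isoproterenol or metaproterenol; nearly all actives have a fitted effect of over 65% in size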
Active calls of the source: *; ? = inconclusive; · = no result given; [ ] = another dose, or the depositor's remark. Unless noted, calls follow the shape of the dose curve; as a rule, active = well fitted curve in the direction sought with a large enough effect; inconclusive = small, poorly fitted or top-dose-only effect, or another doubt; inactive = no such curve, though single readings can be large; an effect the other way counts as inactive or inconclusive.

SMILES	PTAP TSG101 blk	ASM inhibitor	BRCA1 expr up	ELG1 genotox	Integrin act MD	USP2a block	TRPV1 agonist	uPA surface inh	p53 reactivation	Eya2 phos inh	B2AR arrestin
COCCNC(=O)Cn1ccc2cc(S(=O)(=O)N3CCCCCC3)ccc21	-7%	4%	7%	1%	-4%	3%	1	?	-4%	-12%	-0.2%
CCOc1ccc2nc(N3CCC(C(=O)NC4CCCCC4)CC3)sc2c1	2%	2%	64%	4%	-10%	-2%	7	-3%	15%	-3%	-0.1%
COc1ccc(N(CC(=O)N2CCCCCC2)S(=O)(=O)c2ccc(OC)c(OC)c2)cc1	0%	-1%	-4%	-9%	19%	-4%	0	-3%	-6%	4%	-0.9%
COc1ccc(-n2cc(C(=O)c3cc(Cl)ccc3O)cc(C#N)c2=O)cc1	1%	3%	-2%	-10%	0%	3%	-4	-3%	1%	1%	-0.3%
O=S(=O)(c1ccccc1Cl)N1CCCC1c1nc(-c2ccc(Cl)cc2)no1 (stereo not drawn)	-9%	-11%	-44%	-8%	-30%	0%	4	4%	2%	17%	-0.1%
COc1ccc(-c2nc(C)c(C(C)=O)n2O)cc1	-8%	-2%	5%	10%	-4%	0%	-1	-4%	16%	-4%	-0.2%
O=C(/C(=C/O)N=Nc1ccccc1)c1cccs1	-2%	-11%	-83%	-7%	-3%	-1%	5	2%	13%	-1%	0.3%
c1ccc(-c2nnsc2-c2ccccc2)cc1	-2%	-1%	-6%	2%	?	4%	0	-8%	1%	-23%	-0.2%
CC(C)(CNC(=O)c1ccc(S(=O)(=O)N2CCCC2)cc1)N1CCOCC1	2%	-2%	-10%	-3%	-6%	-2%	3	-1%	2%	-7%	-0.3%
Cn1nnc(NC(=S)NC(=O)c2cccs2)n1	-1%	0%	-5%	-2%	0%	1%	-8	6%	11%	-4%	0.1%
Cc1nn(-c2ccccc2)c(C)c1C(=O)OCC(=O)NC12CC3CC(CC(C3)C1)C2	-5%	-4%	-7%	-10%	-48%[inhibitor]	-7%	17	·	23%	3%	0.0%
O=C(C1CCC(N2C(=O)C3CC=CCC3C2=O)CC1)N1CCCCC1 (stereo not drawn)	2%	1%	-4%	3%	5%	-1%	3	14%	0%	-10%	0.1%
S=C(NCc1ccc(Cl)cc1)NC1CCN(Cc2ccccc2)CC1	1%	2%	-39%	-2%	-52%[inhibitor]	1%	14	-5%	-1%	-6%	-0.3%
Cc1cc(Sc2nc(NC(C)(C)C)nc(N3CCOCC3)n2)nc(Cl)n1	1%	1%	-1%	6%	9%	1%	-2	-3%	3%	-3%	-0.5%
CC1CCCN(c2c([N+](=O)[O-])c(=O)oc3ccccc23)C1 (stereo not drawn)	-4%	-1%	0%	-4%	-9%	2%	1	·	-3%	1%	0.1%
CCOC(=O)N1CCN(S(=O)(=O)c2ccc(Br)cc2)CC1	-4%	6%	0%	1%	20%	3%	6	-13%	·	-4%	-0.1%
Cc1ccc(CSCc2ccc(C(=O)O)o2)cc1	-4%	3%	5%	3%	33%	1%	1	-1%	2%	11%	0.2%
Cc1oc(-c2ccccc2)nc1CS(=O)CC(=O)NC1CCCCCC1 (stereo not drawn)	1%	-1%	-1%	0%	12%	-6%	11	-5%	4%	10%	0.3%
Cc1ccc(/C=N/Nc2cn[nH]c(=O)n2)o1	0%	-1%	28%	3%	-8%	2%	-1	3%	0%	6%	0.0%
Cc1ccccc1C(=O)N1CCC(C(=O)N(C)CC(=O)Nc2cccc(F)c2)CC1	-1%	1%	-13%	-7%	-12%	4%	2	-4%	13%	-1%	4.0%

An excerpt of these results, comma-delimited:
Structure,PTAP TSG101 blk,ASM inhibitor,BRCA1 expr up,ELG1 genotox,Integrin act MD,USP2a block,TRPV1 agonist,uPA surface inh,p53 reactivation,Eya2 phos inh,B2AR arrestin
COCCNC(=O)Cn1ccc2cc(S(=O)(=O)N3CCCCCC3)ccc21,-7%,4%,7%,1%,-4%,3%,1,?,-4%,-12%,-0.2%
CCOc1ccc2nc(N3CCC(C(=O)NC4CCCCC4)CC3)sc2c1,2%,2%,64%,4%,-10%,-2%,7,-3%,15%,-3%,-0.1%
COc1ccc(N(CC(=O)N2CCCCCC2)S(=O)(=O)c2ccc(OC)c(OC)c2)cc1,0%,-1%,-4%,-9%,19%,-4%,0,-3%,-6%,4%,-0.9%
COc1ccc(-n2cc(C(=O)c3cc(Cl)ccc3O)cc(C#N)c2=O)cc1,1%,3%,-2%,-10%,0%,3%,-4,-3%,1%,1%,-0.3%
O=S(=O)(c1ccccc1Cl)N1CCCC1c1nc(-c2ccc(Cl)cc2)no1 (stereo not drawn),-9%,-11%,-44%,-8%,-30%,0%,4,4%,2%,17%,-0.1%
COc1ccc(-c2nc(C)c(C(C)=O)n2O)cc1,-8%,-2%,5%,10%,-4%,0%,-1,-4%,16%,-4%,-0.2%
O=C(/C(=C/O)N=Nc1ccccc1)c1cccs1,-2%,-11%,-83%,-7%,-3%,-1%,5,2%,13%,-1%,0.3%

Later entries
SMILES	PTAP TSG101 blk	ASM inhibitor	BRCA1 expr up	ELG1 genotox	Integrin act MD	USP2a block	TRPV1 agonist	uPA surface inh	p53 reactivation	Eya2 phos inh	B2AR arrestin
COc1cc2c(c(OC)c1OC)C(c1ccccc1C)CC(=O)O2 (stereo not drawn)	-4%	5%	8%	3%	-10%	0%	·	5%	-1%	-11%	-0.4%
COc1ccc(N2CCN(C(=O)CCC(=O)N3CC(C)Oc4ccccc43)CC2)cc1 (stereo not drawn)	0%	8%	15%	-1%	-7%	-1%	-1	-8%	2%	7%	0.0%
O=C(/C=C/Nc1ccccc1)c1ccc(Cl)cc1Cl	1%	2%	?	0.92µM*	-12%	0%	-2	10µM*	·	-29%	-0.5%
Cc1[nH]c(=O)[nH]c(=O)c1S(=O)(=O)N(CC(C)C)CC(C)C	-9%	5%	2%	0%	18%	-1%	-2	6%	1%	-1%	-0.2%
Cc1noc(NS(=O)(=O)c2ccc(NC(=O)CSc3nc4c(cc3C#N)CCCCC4)cc2)c1C	-11%	16%	0%	0%	26%	-1%	1	·	4%	33%	0.0%
N=c1c(C(=O)NCC2CCCO2)cc2c(=O)n3ccccc3nc2n1Cc1ccc(F)cc1 (stereo not drawn)	-2%	386%[activator]	0%	-8%	-9%	2%	?	3%	-6%	-1%	0.4%
Cc1noc(C)c1NC(=O)Nc1ccc2c(c1)C(=O)N([C@H](C)CO)C[C@H](C)[C@@H](CN(C)C(=O)NC1CCCCC1)O2	-3%	-1%	32%	-3%	23%	5%	·	7%	6%	-18%	0.0%
N#CCCN1CCN(S(=O)(=O)c2ccc(S(=O)(=O)N3CCCC3)cc2)CC1	-2%	2%	-9%	0%	18%	2%	-4	24%	0%	-3%	-0.2%
CCN(CC)c1ccc(C(=O)N/N=C(\C)c2ccc(OC)c(OC)c2)cc1	-4%	13%	-24%	0%	-8%	5%	-1	-6%	-6%	3%	-0.3%
CCN(CC)c1ccc(/C=N/NC(=O)C(O)(c2ccccc2)c2ccccc2)o1	·	·	·	?	·	2%	-1	·	-24%	2%	?
O=C(c1ccc(N2CCN(C3CC(=O)N(c4ccc(F)cc4)C3=O)CC2)cc1)c1cccnc1 (stereo not drawn)	·	·	·	-1%	·	0%	7	·	3%	13%	-0.1%
COc1ccc(O)c(C(=O)c2cc(C#N)c(=O)n(CC3CCCO3)c2)c1 (stereo not drawn)	5%	4%	24%	0%	-15%	3%	-7	-3%	10%	12%	-0.4%
CC1CCCN(CCCNC(=O)c2ccc(NC(=O)C3=CSCCO3)cc2)C1 (stereo not drawn)	-7%	2%	-5%	5%	?	0%	0	12%	13%	7%	0.3%
CCC(=O)N(Cc1cc2c(C)ccc(C)c2[nH]c1=O)C1CCCCC1	-4%	-2%	-4%	12%	8%	0%	4	2%	-15%	-5%	0.1%
COC(=O)c1nn(-c2ccc(OC)cc2)c(=O)cc1NN	2%	-2%	36%	4%	5%	-14%	1	0%	1%	5%	0.1%
O=C(NCc1ccncc1)c1cc(S(=O)(=O)N2CCOCC2)c(Cl)cc1Cl	-4%	3%	-3%	-7%	20%	1%	-1	-2%	6%	-12%	0.4%
Cc1cc(COc2ccccc2O)on1	-6%	-2%	27%	1%	2%	3%	1	3%	0%	5%	-0.1%
CN(c1ccccc1)S(=O)(=O)c1ccc(Cl)c(C(=O)OCC(=O)N2CCOCC2)c1	2%	4%	3%	-5%	-8%	-1%	15	-3%	0%	-5%	-1.4%
